# Screens (PubChem)
# SENP7 block – SENP7 protease inhibitors, primary screen, biochemical, luminescence, uHTS. Sentrin-specific protease 7 (Homo sapiens), Q9BQF6. recombinant SENP7, Z-RLRGG-aminoluciferin luminescence, 40 min. inhibition, % at 5 µM. 1.5% of 330,000 active. AID 434973, 2010;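 active = inhibition above about 50% at the single test dose, limit read from the data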;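 note: plate controls were DMSO with enzyme for no effect and no enzyme buffer wells for full effect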
# SENP8 block-1 – human SENP8 protease inhibitors, primary screen, biochemical, fluorescence, Nedd8 protein substrate, uHTS | recombinant SENP8 | Sentrin-specific protease 8 (Homo sapiens), Q96LD8 | AID 602440, 2012 | inhibition, % at 20 µM | 0.64% of 360,000 active; in the data active = inhibition mostly above about 40%, no sharp cut-off; inactive = mostly below about 27%
# PfG6PD inh – PfG6PD enzyme inhibitors, primary screen, biochemical, fluorescence intensity, uHTS; glucose-6-phosphate dehydrogenase-6-phosphogluconolactonase (Plasmodium falciparum 3D7); PfGluPho enzyme, NADPH resazurin-diaphorase fluorescence; inhibition, % at 20 µM; 0.78% of 350,000 active; AID 504690, 2011;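 active = inhibition reaching at least a set limit at 20 µM in the primary screen, cut at about 59% in these data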;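 note: 0% = DMSO wells with substrate and 100% = DMSO wells lacking glucose-6-phosphate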
# Apaf1 inhib – inhibitors of human Apaf-1 apoptosome, primary screen, biochemical, DEVD-Rh110 fluorescence, uHTS. Apoptotic protease-activating factor 1 (Homo sapiens), O14727. reconstituted apoptosome caspase-3 activity. inhibition, % at 20 µM. 0.71% of 330,000 active. AID 489030, 2010; active = inhibition of at least 40% at 20 µM;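 note: plate controls were DMSO wells for no effect and DEVD-CHO caspase inhibitor wells for full effect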
#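 System: reconstituted apoptosome with Apaf-1, cytochrome c, caspase-9, procaspase-3, dATP; Signal: Rh110 fluorescence intensity; Schedule: 30 min compound preincubation, 50 min activation, room temperature; Reagent: cytochrome c trigger plus (Z-DEVD)2-Rh110 caspase-3 substrate.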
# HKDC1 inhibitor – HKDC1 hexokinase inhibitors, primary screen, biochemical, fluorescence, uHTS; Q2TB90; recombinant HKDC1, G6PDH/diaphorase resazurin coupled fluorescence; inhibition, % at 20 µM; 0.16% of 340,000 active; AID 493160, 2011;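 active = inhibition above about 35% when tested at 20 µM, limit read from the data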;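 note: plate controls were DMSO wells with enzyme for no effect and DMSO wells lacking enzyme for full effect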
# Target sequence (Q2TB90 whole entry, looked up): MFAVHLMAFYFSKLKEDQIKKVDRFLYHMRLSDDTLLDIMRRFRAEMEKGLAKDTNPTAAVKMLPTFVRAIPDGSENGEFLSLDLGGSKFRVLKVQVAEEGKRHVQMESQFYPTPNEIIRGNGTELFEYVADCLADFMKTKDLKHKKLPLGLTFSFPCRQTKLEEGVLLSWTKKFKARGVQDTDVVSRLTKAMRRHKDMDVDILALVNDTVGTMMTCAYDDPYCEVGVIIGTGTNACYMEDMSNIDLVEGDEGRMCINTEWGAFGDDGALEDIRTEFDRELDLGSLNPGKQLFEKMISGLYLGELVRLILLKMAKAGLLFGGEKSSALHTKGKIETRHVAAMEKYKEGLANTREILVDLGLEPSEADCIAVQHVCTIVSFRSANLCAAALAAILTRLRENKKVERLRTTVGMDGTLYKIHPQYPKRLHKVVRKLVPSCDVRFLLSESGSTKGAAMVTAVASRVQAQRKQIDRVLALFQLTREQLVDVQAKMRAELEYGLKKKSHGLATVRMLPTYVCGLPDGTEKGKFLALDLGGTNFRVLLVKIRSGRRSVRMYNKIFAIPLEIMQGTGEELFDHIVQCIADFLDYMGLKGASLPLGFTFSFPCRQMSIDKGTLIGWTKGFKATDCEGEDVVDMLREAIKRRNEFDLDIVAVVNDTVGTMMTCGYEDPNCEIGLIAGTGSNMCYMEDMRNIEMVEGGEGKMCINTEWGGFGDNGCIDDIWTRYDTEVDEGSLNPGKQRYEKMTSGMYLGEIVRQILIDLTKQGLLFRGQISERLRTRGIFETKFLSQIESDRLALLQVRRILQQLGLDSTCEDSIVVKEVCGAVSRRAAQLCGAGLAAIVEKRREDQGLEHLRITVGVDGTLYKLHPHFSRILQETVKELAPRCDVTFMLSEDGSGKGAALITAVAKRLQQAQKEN
#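 Assay system – recombinant HKDC1 (HK5) hexokinase enzyme, produced in-house · Input – HKDC1 at 5 µg/mL · Reagent – glucose plus 1 mM ATP as hexokinase substrates · Timing – 90 min reaction incubation at room temperature, dark · Measured by – G6PDH/diaphorase-coupled fluorescence, 1 mM NADP, 100 µM resazurin, 525/613 nm · Benchmarks – DMSO-enzyme wells negative, buffer-substituted wells positive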
# SENP6 block – SENP6 protease inhibitors, primary screen, biochemical, luminescence, uHTS; Sentrin-specific protease 6 (Homo sapiens), Q9GZR1; Recombinant SENP6 catalytic domain, aminoluciferin luminescence; inhibition, % at 10 µM; 1.8% of 330,000 active; AID 2599, 2010;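 active = inhibition above about 50% at the single tested dose, limit read from the data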;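 note: plate controls were DMSO wells with enzyme for no effect and DMSO wells lacking enzyme for full effect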
# SENP8 block-2 – SENP8 protease inhibitors, primary screen, biochemical, luminescence; purified SENP8, Z-RLRGG-aminoluciferin cleavage; inhibition, % at 10 µM; 1.2% of 330,000 active; AID 2540, 2010; in the data active = inhibition above about 50%
# SENP1 inh – human SENP1 catalytic domain inhibitors, primary screen, biochemical, FRET, uHTS; recombinant SENP1 catalytic domain, CyPet-SUMO1-YPet FRET cleavage; inhibition, % at 10 µM; 0.21% of 360,000 active; AID 624204, 2012;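 active = inhibition at least 30% at 10 µM, raw YFP signal under a set limit, fluorescence ratio 0.5 to 1.5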;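 note: 0% = enzyme with DMSO and 100% = no enzyme wells; some results filed as inactive read as strong as hits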
#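 Test system: hSENP1 catalytic domain, recombinant; Amount: 20 pM final SENP1 enzyme; Medium: Tris pH 8 buffer plus EDTA, NaCl, BME, BSA, NP40, catalase; Schedule: 50 min enzyme reaction, room temperature, light-protected; Technique: FRET fluorescence in CFP and YFP emission channels; Controls: no-enzyme wells low, DMSO-plus-enzyme wells high control.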
# * hit, by the source's call; i = inactive; . = no result given.
SMILES,SENP7 block,SENP8 block-1,PfG6PD inh,Apaf1 inhib,HKDC1 inhibitor,SENP6 block,SENP8 block-2,SENP1 inh
Cc1cnc([N+](=O)[O-])n1CCOC(=O)NC(=O)c1ccccc1Cl,-16,16,-2,-9,0,3,-6,0
CCC(=O)Nc1cccc(-c2nnc(-c3cccc(NC(=O)CC)c3)o2)c1,-18,-15,18,-6,-8,-13,-6,1
CC1=C(C(=O)N2CCc3ccccc32)C2(CCC(C)CC2)OC1=O (stereo not drawn),-2,7,-22,15,4,14,-11,-3
CC(C)(C)n1nnnc1C(c1ccccn1)N(Cc1ccccc1)Cc1ccc(Cl)cc1 (stereo not drawn),-6,-1,17,27,3,-5,-6,-2
CCCCNC(=O)NC1C(NC(=O)NCCCC)N(C)C(=O)N1C (stereo not drawn),-2,22,11,0,4,9,-1,-1
O=S(=O)(Nc1c(O)ccc2ccccc12)c1ccccc1,5,-101,75*,8,32,11,10,3
Cn1cccc1CNCc1ccccc1Cl,6,3,-5,-3,-9,-9,-2,0
CC(=O)O[C@H]1CC[C@@]2(C)[C@@H](CC[C@H]3[C@@H]4CC[C@H](C(C)O)[C@@]4(C)CC(=O)[C@@H]32)C1 (stereo partly drawn),-2,11,7,16,-3,-7,-4,0
CCC/C(=N/NC(=O)c1ccccc1Cl)c1ccccc1,-4,9,14,10,-7,-25,-5,1
O=C1NC(=Nc2ccc(Cl)cc2)/C(=C/c2ccco2)S1,6,1,34,-7,3,-5,1,-41
CCCC(=O)Nc1ccc(Cl)c(NC(=O)CC)c1,1,26,-6,-5,0,1,-1,1
COc1ccc(C2N(C(=O)CN3CCOCC3)CCN2S(=O)(=O)c2ccccc2)cc1 (stereo not drawn),2,2,5,-7,13,-9,-8,0

# Grouped by structure, the entries above with sulfur.
SMILES,SENP7 block,SENP8 block-1,PfG6PD inh,Apaf1 inhib,HKDC1 inhibitor,SENP6 block,SENP8 block-2,SENP1 inh
O=S(=O)(Nc1c(O)ccc2ccccc12)c1ccccc1,5,-101,75*,8,32,11,10,3
O=C1NC(=Nc2ccc(Cl)cc2)/C(=C/c2ccco2)S1,6,1,34,-7,3,-5,1,-41
COc1ccc(C2N(C(=O)CN3CCOCC3)CCN2S(=O)(=O)c2ccccc2)cc1 (stereo not drawn),2,2,5,-7,13,-9,-8,0

# Some entries already given, showing only HKDC1 inhibitor, Apaf1 inhib and SENP8 block-1.
SMILES | HKDC1 inhibitor | Apaf1 inhib | SENP8 block-1
CC(=O)O[C@H]1CC[C@@]2(C)[C@@H](CC[C@H]3[C@@H]4CC[C@H](C(C)O)[C@@]4(C)CC(=O)[C@@H]32)C1 (stereo partly drawn) | -3 | 16 | 11
CCC/C(=N/NC(=O)c1ccccc1Cl)c1ccccc1 | -7 | 10 | 9
O=C1NC(=Nc2ccc(Cl)cc2)/C(=C/c2ccco2)S1 | 3 | -7 | 1

# Three compounds from above, ordered by count of non-hydrogen atoms, rising:
SMILES,SENP7 block,SENP8 block-1,PfG6PD inh,Apaf1 inhib,HKDC1 inhibitor,SENP6 block,SENP8 block-2,SENP1 inh
Cn1cccc1CNCc1ccccc1Cl,6,3,-5,-3,-9,-9,-2,0
CCC/C(=N/NC(=O)c1ccccc1Cl)c1ccccc1,-4,9,14,10,-7,-25,-5,1
COc1ccc(C2N(C(=O)CN3CCOCC3)CCN2S(=O)(=O)c2ccccc2)cc1 (stereo not drawn),2,2,5,-7,13,-9,-8,0

# (cont.)
SMILES,SENP7 block,SENP8 block-1,PfG6PD inh,Apaf1 inhib,HKDC1 inhibitor,SENP6 block,SENP8 block-2,SENP1 inh
O=C(COC(=O)C1=COCCO1)Nc1ccc(F)c(F)c1,-3,8,2,0,-4,-10,-3,2
COc1ccc(S(=O)(=O)N(C)CC(=O)Nc2ccc(C)cc2)cc1OC,-4,10,5,9,-8,-3,-8,1
O=C(OCC(=O)N1CCOCC1)c1ccccc1O,-1,0,1,-1,-2,2,-8,1
Cc1ccc(Nc2nnc(SCC(=O)NCCN3C(=O)CSC3=O)s2)cc1,-10,19,17,1,1,-17,-10,3
COC(=O)Cn1cc(C#N)c2ccccc21,3,16,0,-8,-31,3,0,0
Cc1ccn2cc(-c3nonc3C)cc2c1,4,-23,8,-11,1,53*,46,13
CC1(C)CC(=O)C(C=NCCN2CCNCC2)=C(O)C1,-1,13,11,-8,-8,-5,8,-1
Cc1cccc(Cn2c(N3CCN(C)CC3)nc3c2c(=O)[nH]c(=O)n3C)c1,9,11,5,-5,-7,7,-7,-1
O=C(CN1CCN(Cc2ccccc2)CC1)N/N=C/c1cccs1,-1,8,-16,3,0,8,1,2
CN(c1ccccc1)S(=O)(=O)c1cccc(C(=O)NC2CCCC2)c1,6,11,15,4,-4,-1,-1,-2
Cn1cc(CN2CCc3c([nH]c4ccccc34)C2C2CCCCC2)cn1 (stereo not drawn),-6,-76,2,9,-4,-25,-9,-22
Cc1ccccc1C(=O)NC1CCN(CC(=O)Nc2ccc(Br)cc2)CC1,-8,10,11,-6,-4,6,-6,1
Cc1cc(C)n(-c2nc3ccccc3nc2N2CCC(C)CC2)n1,6,-134,-7,22,-4,2,5,-80
CCOC(=O)N1CCN(C(=O)CSc2nnc(-c3ccc(Cl)s3)o2)CC1,-1,.,.,-13,.,-3,0,.
Cc1cc(NCCN2CCOCC2)n2nc(C)c(-c3ccc(Cl)cc3)c2n1,6,i,7,21,8,23,7,-2
Cc1c(Cl)cnc(NC(=O)COC(=O)C(NC(=O)c2ccco2)C(C)C)c1Cl (stereo not drawn),5,-31,-13,7,-1,-14,3,-5
CCCCOC(=O)Cn1c(=O)c2c(nc(Br)n2Cc2ccccc2)n(C)c1=O,-3,1,-12,21,3,-13,-5,-2
C=CCn1c(-c2ccccc2OC)n[nH]c1=S,-6,20,22,1,-8,5,0,1
CC(=O)N[C@@H](Cc1c[nH]c2ccccc12)C(=O)NCCc1ccc(S(N)(=O)=O)cc1,0,15,-9,10,-4,-34,-2,0
CC(C)C(=O)Nc1c(-c2cccs2)c(=O)c2ccccc2n1C,10,-27,9,-10,-11,3,3,-2
O=C(CCc1nc2ccccc2c(=O)[nH]1)NCc1cccc(Cl)c1,-8,17,-8,6,-6,-12,-13,-1
O=C(CSCCO)Nc1cc(C(F)(F)F)ccc1Cl,0,0,5,-3,-8,-1,3,2
S=C(Nc1ccc(Cl)cc1Cl)N1CCOCC1,4,25,-3,-4,-4,12,-2,2
CC(C)c1ccc(S(=O)(=O)NC2CCS(=O)(=O)C2)cc1 (stereo not drawn),8,4,-14,0,-4,0,4,1
O=C(Nc1cccc2c1C(=O)NC2=O)c1cccnc1Cl,-2,-403,17,0,-10,-33,-6,-1
O=C(COc1ccc(S(=O)(=O)NC2CCCCC2)cc1)NCc1cccnc1,-3,14,8,-11,-11,-47,-4,1
Cc1cc(C[n+]2ccsc2N)c2ncccc2c1,-5,31,19,-4,-5,-2,-1,-1
C[C@H](CO)N1C[C@H](C)[C@@H](CN(C)C(=O)Nc2ccc(C(F)(F)F)cc2)Oc2c(NC(=O)Cc3ccccc3)cccc2C1=O,-5,10,18,21,-3,-18,-6,0
CC1(C)CC(N2CCN(Cc3ccccc3)CC2)=CC(=[N+]2CCCCC2)C1,-2,19,10,-4,-3,-11,-10,5
O=C(Nc1ccc(Cn2cccn2)cc1)c1ccc(COc2ccccc2Br)cc1,1,5,20,1,1,10,-8,2
CCOc1cc2c(cc1OCC)C(c1ccccc1OC)OC(=O)C2 (stereo not drawn),4,23,-5,5,-5,-9,-1,-1
O=C(c1ccc(N2CCCCC2)c([N+](=O)[O-])c1)N1CCN(S(=O)(=O)c2ccccc2)CC1,0,22,3,16,0,-22,-1,2
CC(C)C[C@@H]1NC(=O)[C@H](C(C)C)NC(=O)c2cc([N+](=O)[O-])cc(I)c2OCC[C@@H](C(N)=O)NC1=O,-7,10,-15,17,1,-11,0,1
Cc1cc(CNC(=O)c2cc(Br)ccc2Cl)nn1C,-12,18,-5,-4,6,1,-8,3
COc1cccc2[nH]c3ccccc3c(=O)c12,-3,-296,15,-2,3,3,-3,-24
CC(=O)N(c1c(C)n(C)n(-c2ccccc2)c1=O)C1(C(=O)NC2CCCC2)CCCCC1,1,-16,20,-7,-1,-4,-2,-25

# Random excerpt: two records from the list.
SMILES,SENP7 block,SENP8 block-1,PfG6PD inh,Apaf1 inhib,HKDC1 inhibitor,SENP6 block,SENP8 block-2,SENP1 inh
CC(C)C[C@@H]1NC(=O)[C@H](C(C)C)NC(=O)c2cc([N+](=O)[O-])cc(I)c2OCC[C@@H](C(N)=O)NC1=O,-7,10,-15,17,1,-11,0,1
CC(=O)N(c1c(C)n(C)n(-c2ccccc2)c1=O)C1(C(=O)NC2CCCC2)CCCCC1,1,-16,20,-7,-1,-4,-2,-25

# (further entries)
SMILES,SENP7 block,SENP8 block-1,PfG6PD inh,Apaf1 inhib,HKDC1 inhibitor,SENP6 block,SENP8 block-2,SENP1 inh
CCCCC/C=C/C1=CC(=O)C[C@H](c2ccc(OC)cc2)C1,-5,7,2,26,-1,-12,-9,-4
CCOC(=O)N1CCC(NC(=O)c2ccc(Cl)cc2)CC1,-2,11,11,-10,-4,-4,6,1
Cc1cc(NC(=S)Nc2ccccc2)ccc1Br,-10,8,-8,-6,12,-8,-6,0
COc1ccc(-c2cc(=O)oc3cc(OC(C)C(=O)Nc4ccc(CN5CCOCC5)cc4)ccc23)cc1 (stereo not drawn),9,-41,18,28,0,-4,-3,-9
Brc1ccc(-c2csc(NC3=NCCCCC3)n2)cc1,-1,-1,6,24,4,-31,-14,2
CCC(C)NC(=O)CN1C(=O)NC2(CCOc3ccccc32)C1=O (stereo not drawn),9,16,-4,-4,-6,-18,1,1
C1CCCC(NC2=NCCO2)CCC1,-3,9,1,6,-6,-7,4,4
CNC(=O)/C(C#N)=C/c1c(N2CCCCCC2)nc2ccccn2c1=O,-10,-294,15,9,-3,-27,-10,-33
Cc1ccc(C)c(N2CCN(C(=O)c3ccc4nsnc4c3)CC2)c1,-6,6,11,17,4,-21,-6,1
Cc1ccc(N(C)C(=O)c2cc(S(=O)(=O)N3CCc4ccccc43)cn2C)cc1,-13,3,-17,19,-1,-14,-10,2
CN(CC(=O)Nc1ccccc1Br)C(=O)c1ccc(-c2ccc(Cl)cc2)o1,-7,-6,14,20,2,0,-7,0
CCN(CC)CCn1c(=S)[nH]c2cc(Cl)ccc2c1=O,-2,1,5,17,8,4,-4,1
